Screening data as filed in PubChem.
LDHA block: qHTS assay for inhibitors of human lactate dehydrogenase | purified LDHA, NADH/diaphorase-resazurin fluorescence; active compounds read low | activity change, % (values are at about 110 or 230 µM) | 480,000 tested, 0.15% active; in the data active = activity change below about -30%; inconclusive = mostly about -25% to -30%;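 also: plate controls were DMSO wells for no effect and wells without enzyme for full effect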
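Enzyme activity of human lactate dehydrogenase 5 (2 nM; 0.06 mM NADH, 0.2 mM pyruvate, 5 min, RT) is measured via a resazurin/diaphorase fluorescence readout of residual NADH.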
An asterisk follows results filed as active; u = inconclusive. An excerpt, so the mix of outcomes need not match the whole.

SMILES	LDHA block
CC(C)CNC(=O)COC(=O)c1cc(Cl)cc(Cl)c1	-6
COC(=O)CCCC[C@@H]1O[C@H](CCc2ccccc2)Cc2[nH]c(=S)[nH]c(=O)c21	-4
Fc1ccc(NC(=S)NCCCc2ccccc2)cc1	0
COC(=O)CC1C(=O)NCCN1S(=O)(=O)c1ccc(Br)cc1 (centres undefined)	11
Cc1ccc(Cl)cc1NC(=O)Cn1nc(C(=O)O)c2ccccc2c1=O	-7
O=C(c1csc(-c2ccsc2)n1)N1CCCC1c1ccccc1 (centres undefined)	-7
O=C(Cn1nc(-c2cccc([N+](=O)[O-])c2)c2ccccc2c1=O)NC1CCCCC1	-1
Cc1ccsc1/C=C(/C#N)C(N)=S	2
Cc1cc(Cl)ccc1NC(=O)C1CC2CCC1C2 (centres undefined)	13
CSc1ccc(C)c(C(=O)NC2CCCCCCC2)c1	2
COC(=O)C[C@@H]1CC[C@H](NC(=O)c2cnccn2)[C@@H](CO)O1	-2
O=C(O)CSCSCC(=O)O	2
CCCCCn1nc(C(=O)Nc2nc(-c3cc(OC)ccc3OC)cs2)c2ccccc2c1=O	6
O=C(NCCCNC(=O)c1ccccc1Cl)c1nc2ccccc2c(=O)[nH]1	-1
Cc1cc(NC(=O)N2Cc3cccn3-c3ccccc32)ccc1Br	-5
CCCCCOc1ccc(/C=C/C(=O)/C=C/c2ccc(OCCCCC)cc2)cc1	-17
Cc1[nH]n(-c2nc3ccccc3[nH]2)c(=O)c1C1OC(=O)c2ccccc21 (centres undefined)	u
O=C(O)c1ccc2oc(-c3ccccc3F)nc2c1	6
Cc1cc(C)c(OCC(=O)Nc2ccc(NC(=O)c3ccco3)cc2)c(Br)c1	13
Fc1ccc(Sc2ccncc2)cc1	4
CC(=O)c1c[nH]c(C(=O)OCc2cc(=O)oc3cc(C)ccc23)c1	2
Nc1nc(CN2CCN(C(=O)c3cccc(F)c3)CC2)nc2ccccc12	4
CCN(CC)S(=O)(=O)c1cc(C(=O)Nc2cc3c(cc2C#N)OCO3)ccc1OC	2
CC1(C)Cc2c(c(N3CCOCC3)nc3sc4c(NCCc5ccccc5)nnnc4c23)CS1	11
CC(=O)Nc1ccc(S(=O)(=O)N2CCCC(C(=O)Nc3cccc4ncccc34)C2)cc1 (centres undefined)	5
Remaining list, next part.
SMILES	LDHA block
CCC(CNC(=O)c1nn(-c2ccccc2)c(=O)c2ccccc12)c1ccccc1 (centres undefined)	5
O=C(/C=C/c1ccccc1)c1ccc2ccccc2c1O	12
CC(=O)NNC(=S)Nc1ccc(C)c(C)c1	-1
COc1ccc(S(=O)(=O)N2CCN(c3ccccc3)CC2)cc1-c1noc(C(C)(C)C)n1	3
CCCCCn1nc(C(=O)NC2CCN(C(=O)C3CC3)CC2)c2ccccc2c1=O	-2
COc1ccc2c(C)c(CC(=O)NCCN3CCOCC3)c(=O)oc2c1OC	-1
COc1cccc2cc(C(=O)Nc3ccc(NC(C)=O)cc3)c(=O)oc12	-12
N#CN1CCC(N[S+](=O)([O-])c2cccc(F)c2)CC1	0
Cc1cc(=O)oc2cc(OS(=O)(=O)c3ccc(F)cc3)ccc12	10
O=C(O)c1cc(I)ccc1I	2
S=C(NCCCc1ccccc1)Nc1ccc(Br)cc1Cl	-14
COc1ccc(/C=C/C(=O)Oc2ccc(C(C)=O)cc2)cc1	1
Cc1nn(-c2ccccc2)c2sc(C(=O)NC3CCN(Cc4ccccc4)CC3)cc12	5
CC(=O)Nc1ccc2[nH]cc(C(C(=O)O)N3CCN(c4cc(C)c5ccccc5n4)CC3)c2c1 (centres undefined)	1
Cc1ccc(-n2nnc(C(=O)Nc3nccs3)c2C)cc1C	13
COC(=O)[C@]12CCCCC=C1N(Cc1cccc3ccccc13)C(=O)[C@H](CC(=O)N1CCSCC1)C2	1
N#CC(C(=O)Nc1ccccc1Cl)C(=O)c1ccccc1Cl (centres undefined)	3
CCCOC(=O)c1ccc(Nc2nc3ccccc3nc2NS(=O)(=O)c2cccc(C)c2)cc1	7
Cc1ccc(Cl)cc1NC(=O)Nc1ccc2c(c1)oc(=O)n2C	-2
O=C(NCc1ccnc(N2CCCC2)c1)c1ccc(Cl)c(S(=O)(=O)N2CCCCCC2)c1	-6
CC(C)Nc1nnc(SCc2ncc(-c3ccccc3)o2)s1	4
COc1cn(CC(=O)Nc2ccc(C)cc2)c(CN2CCN(C(C)=O)CC2)cc1=O	9
Cc1ccc(Cn2c(N3CCC(C(N)=O)CC3)nc3c2c(=O)n(C)c(=O)n3C)cc1	6
CCCCNC(=S)Nc1cccc(Cl)c1	-1
CN(C)C(=O)CO	5
(further entries)
SMILES	LDHA block
Cc1ccc(C(=O)Nc2ccc3oc(-c4ccccc4C)cc(=O)c3c2)cc1	-5
O=C(NCc1ccc(F)cc1)N(Cc1ccc(Cl)c(Cl)c1)Cc1ccccn1	8
NNC1CCCC1O (centres undefined)	14
CN(C)CCCNC(=S)NCCc1ccccc1	-6
O=S(=O)(Nc1nc2ccccc2nc1N1CCCCCC1)c1ccccc1	8
COC(=O)CCNC(=O)c1ccc(-c2ccccc2)cc1	6
O=C(NCc1ccccn1)c1cccc(I)c1	7
COC(=O)c1ccccc1NS(=O)(=O)c1c(C)cc(C)cc1C	2
CC1CC1C(=O)NCCC(=O)Nc1cccc(C#N)c1 (centres undefined)	6
CCCOC(=O)c1cc(NC(=O)c2cc(Cl)c(OC)c(Cl)c2)ccc1N1CCOCC1	-1
O=C(C1CCN(S(=O)(=O)c2ccccc2)CC1)N1CCCC1c1ccc2c(c1)OCCCO2 (centres undefined)	0
O=C(OCC(=O)C12CC3CC(CC(C3)C1)C2)c1ccc([N+](=O)[O-])cc1Cl	7
COc1cc(NC(=O)CCc2ncc(-c3ccc(C)cc3)o2)cc(OC)c1	0
CCOc1ccc(C(=O)NC(CC(=O)OC)c2ccc(Cl)cc2)cc1OC (centres undefined)	5
CCc1ccc2oc(-c3ccc(C)c(N)c3)nc2c1	11
CCn1c(=O)c(=O)[nH]c2cc(C(=O)N3CCC(C(=O)N4CCCCCC4)CC3)ccc21	9
N#Cc1c(SCC(=O)N2CCCC2)nc(N2CCOCC2)c2c1CCCC2	2
CCCCNCc1ccco1	8
Clc1cccc(-c2nc(CSc3ncn[nH]3)co2)c1	-1
Cc1oc(-c2ccccc2)nc1C(=O)N(C)Cc1ccc(C(N)=O)cc1	3
COc1nc(N(C)C)nc(-n2cnc(SCc3ccccc3)n2)n1	2
CCOc1ccc(NC(=O)c2nn(-c3ccccc3OC)c(=O)c3ccccc23)cc1	1
Cn1nc(C(C)(C)C)cc1NC(=O)c1ccccc1F	3
COc1ccc(-c2nc3c(s2)CN(C(C(=O)O)c2c[nH]c4ccc(Br)cc24)CC3)cc1 (centres undefined)	-1
COc1cccc2cc(-c3nc(-c4nonc4N)no3)c(=O)oc12	4
(more compounds)
SMILES	LDHA block
COc1ccccc1NC(=O)c1nc2ccccc2nc1N1CCOCC1	0
CCc1noc(C)c1C(=O)Nc1sc(Cc2ccccc2)cc1C(=O)OC	19
N#CC1(c2ccc(N)cc2)CCCC1	2
CSCC(=O)NCCc1cccs1	0
CNC(=S)NNC(=O)c1cccc(Cl)c1	12
COC(=O)c1ccc(C(=O)NCCc2ccccc2)cc1	6
CC(=O)N/N=C(\C)C1CC2CCC1C2 (centres undefined)	2
O=C(Nc1ccc(Cl)cc1)c1nc2ccccc2nc1N1CCCC1	-4
Cc1ccc(S(=O)(=O)N(Cc2nc3nc(C)cc(C)n3n2)c2cccc(C)c2)cc1	0
COC(=O)c1cccc(C(=O)OC)c1Cl	2
CCCN(C)c1ccc(/C=N/NC(=S)Nc2cccc(C)c2)cc1	0
COCCCNc1oc(-c2ccc(S(=O)(=O)N3CCCC3)cc2)nc1C#N	5
Cn1nc(-c2ccc(OCC(=O)NC3CCCCC3)cc2)c2ccccc2c1=O	2
Cc1c(-c2ccccc2)c(=O)oc2ccc(OS(=O)(=O)c3ccc(F)cc3)cc12	3
O=C(Nc1c(-c2ccccc2)nc2sccn12)c1cccc(S(=O)(=O)N2CCOCC2)c1	3
O=C1CCSc2c1cccc2C(=O)NCC1CCN(Cc2ccc(Cl)cc2)CC1	9
CCOc1ccccc1NC(=O)c1nc2ccccc2nc1N1CCOCC1	8
CCc1ccc(OCCNC(=S)NC23CC4CC(CC(C4)C2)C3)cc1	1
O=C(CCn1nnc2ccccc21)OCC(=O)c1cccc(Br)c1	-6
O=C(NC1CCCCC1)C1CCCN(C(=O)c2ccc3cc[nH]c3c2)C1 (centres undefined)	7
CC1CCN(CCCNC(=O)c2cc(=O)c3ccccc3o2)CC1	4
Cc1cccc2nc(-c3ccc(O)cc3)c(Nc3ccccc3)n12	3
COc1cc(C2CC(=O)Nc3ccsc32)ccc1OCc1ccccc1 (centres undefined)	5
CN(C)S(=O)(=O)c1ccc(N2CCCC2)c(C(=O)N2CCc3ccccc32)c1	-23
O=C(O)c1ccccc1OC1=NS(=O)(=O)c2ccccc21	-5
More compounds
SMILES	LDHA block
Cc1ccc(N2CCN(C3C(=O)Nc4ccccc4-n4nnnc43)CC2)cc1 (centres undefined)	2
CC(C)C[C@H]1CN(CCCC[C@H]2CNC(=O)C(=O)N2CCC2CCCCC2)C(=O)C(=O)N1CC1CCCCC1	0
COc1ccc(-c2cc3ccc(OC)cc3oc2=O)c(OC)c1	8
COc1ccc(OCCN2CCN(C3CCS(=O)(=O)C3)CC2)cc1 (centres undefined)	9
O=C(NCc1ccccn1)c1ccsc1	1
CCOC(=O)c1cc(S(=O)(=O)Nc2cccc(C)c2C)[nH]n1	-1
Cn1c(=O)n(CC(=O)O)c(=O)c2c3c(sc21)COC(C)(C)C3	5
O=C1CN(C(=O)c2cc(-c3ccccn3)nc3cc(F)ccc23)CCN1	6
O=[N+]([O-])C(Cl)C(=Nc1ccc(Br)cc1)n1nnc2ccccc21 (centres undefined)	24
CNC(=S)N/N=C/c1ccc(SC)cc1	1
CCOc1cccc(C(=O)N(Cc2ccc(F)cc2)c2ccccn2)c1	u
C=CC[N+]12CCCCC1[C@H](CO)CCC2 (some centres undefined)	6
CCCC(C)NC(=O)CN(c1cccc(OC)c1)S(C)(=O)=O (centres undefined)	-19
Cn1c(=O)[nH]c(=O)c2c1nc(N1CCN(Cc3ccccc3F)CC1)n2CCc1ccccc1	12
Brc1ccc(-c2cnc(-c3ccccc3)o2)cc1	-1
Cn1c(=O)[nH]c(=O)c2[nH]c(N3CCN(c4ccccc4)CC3)nc21	6
O=C(/C=C/c1ccc(-c2ccc(F)cc2)o1)N(C1CCCCC1)C1CCCCC1	-19
CCC1c2ccsc2CCN1C(=O)CNC(=O)c1ccc(Cl)cc1Cl (centres undefined)	3
Cc1ccc(-n2ncc(C(=O)NC3CCCCC3)c2N)cc1	10
COc1ccc(CNC(=O)COC(=O)c2ccc(OC)c(S(=O)(=O)N3CCCCCC3)c2)cc1	3
CNC(=S)NNC(=O)c1ccccc1C	-7
COC(=O)c1sccc1NC(=O)CC1(C(=O)O)CCCCC1	1
CN(Cc1cccs1)C(=O)CCc1ccccc1	-1
CCCCCn1nc(C(=O)Nc2nc(C)cs2)c2ccccc2c1=O	0
CS(=O)(=O)Cc1cccc(C(=O)N2CCN(CCc3ccccc3)CC2)c1	-2

Four of the compounds above, field by field.
compound: CNC(=S)N/N=C/c1ccc(SC)cc1
- LDHA block: 1

compound: CCOc1cccc(C(=O)N(Cc2ccc(F)cc2)c2ccccn2)c1
- LDHA block: u

compound: C=CC[N+]12CCCCC1[C@H](CO)CCC2 (some centres undefined)
- LDHA block: 6

compound: CCCC(C)NC(=O)CN(c1cccc(OC)c1)S(C)(=O)=O (centres undefined)
- LDHA block: -19

Reformatted: results already given
Structure,LDHA block
O=C(O)CSCSCC(=O)O,2
CCCCCn1nc(C(=O)Nc2nc(-c3cc(OC)ccc3OC)cs2)c2ccccc2c1=O,6
O=C(NCCCNC(=O)c1ccccc1Cl)c1nc2ccccc2c(=O)[nH]1,-1
Cc1cc(NC(=O)N2Cc3cccn3-c3ccccc32)ccc1Br,-5
CCCCCOc1ccc(/C=C/C(=O)/C=C/c2ccc(OCCCCC)cc2)cc1,-17
Cc1[nH]n(-c2nc3ccccc3[nH]2)c(=O)c1C1OC(=O)c2ccccc21 (centres undefined),u
O=C(O)c1ccc2oc(-c3ccccc3F)nc2c1,6
Cc1cc(C)c(OCC(=O)Nc2ccc(NC(=O)c3ccco3)cc2)c(Br)c1,13
Fc1ccc(Sc2ccncc2)cc1,4

(further entries)
SMILES	LDHA block
CCOc1ccc2oc(=O)cc(-c3cc4ccccc4o3)c2c1	u
CCOCCCNCc1cc(=O)oc2ccc3ccccc3c12	6
CC(CNC(=O)c1cc(C2CC2)nc2ccccc12)N(C)C (centres undefined)	-5
CCN(CC)C(=O)CN1CCN(c2nc(-c3ccccn3)nc3scc(-c4ccccc4)c23)CC1	0
CN(C)C(=S)N(C)C	-4
Cc1ccc(OCC(=O)Nc2ccc(N3CCN(S(C)(=O)=O)CC3)cc2)cc1Cl	-6
COc1ccc(OC)c(/C=N/OCc2c(Cl)cccc2Cl)c1	1
COc1ccc(Cn2cc(CN3CC(N4CCCC4)CS3(=O)=O)nn2)cc1 (centres undefined)	-11
